Bioassay records (PubChem BioAssay)
GPT2 inh: Primary qHTS assay for inhibitors of Glutamate pyruvate transaminase 2 (GPT2). Alanine aminotransferase 2 (Homo sapiens), Q8TD30. Recombinant GPT2, coupled pyruvate oxidase/HRP Amplex Red fluorescence. Potency, µM (doses to about 57.7 µM), without a hit: at the highest dose activity change, negative = inhibition, most hits filed as inhibitors. 0.25% of 100,000 active; further: potency means the concentration at half of the fitted maximal effect; nearly all actives have a fitted effect of over 60% in size; many of its hits are not listed in these tables
Target sequence (Q8TD30 whole entry, looked up): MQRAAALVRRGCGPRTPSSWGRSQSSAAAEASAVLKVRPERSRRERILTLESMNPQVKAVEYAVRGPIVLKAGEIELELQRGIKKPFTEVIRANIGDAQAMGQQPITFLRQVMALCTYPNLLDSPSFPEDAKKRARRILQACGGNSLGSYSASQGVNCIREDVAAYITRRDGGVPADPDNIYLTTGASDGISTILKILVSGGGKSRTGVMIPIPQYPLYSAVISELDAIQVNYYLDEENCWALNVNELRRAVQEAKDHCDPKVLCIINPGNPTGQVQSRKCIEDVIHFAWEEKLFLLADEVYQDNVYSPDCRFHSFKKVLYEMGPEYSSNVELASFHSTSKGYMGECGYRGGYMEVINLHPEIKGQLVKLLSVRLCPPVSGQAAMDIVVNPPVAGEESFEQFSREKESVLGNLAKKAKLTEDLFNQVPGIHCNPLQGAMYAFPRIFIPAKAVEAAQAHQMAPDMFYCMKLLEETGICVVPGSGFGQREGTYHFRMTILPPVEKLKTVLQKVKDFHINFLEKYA
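Inhibition is scored from Amplex Red fluorescence generated when pyruvate oxidase and HRP act on pyruvate released by GPT2. Reactions contain 10ng/uL enzyme, 250uM a-KG and 2mM L-alanine and run 30 min at room temperature.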
Luciferase inh: Firefly luciferase inhibition profiling of diverse chemical library using quantitative high-throughput screening; 2.5% of 76,000 active; purified P. pyralis luciferase, luminescence, biochemical; AID 1347043, 2019; Potency, µM (series often up to 115 µM), without a hit: top-dose activity change, negative = inhibition, most hits filed as inhibitors; Luciferin 4-monooxygenase (Photinus pyralis), P08659; further: potency means the concentration at half of the fitted maximal effect; nearly all actives have a fitted effect of over 65% in size
Target sequence (P08659 whole entry, looked up): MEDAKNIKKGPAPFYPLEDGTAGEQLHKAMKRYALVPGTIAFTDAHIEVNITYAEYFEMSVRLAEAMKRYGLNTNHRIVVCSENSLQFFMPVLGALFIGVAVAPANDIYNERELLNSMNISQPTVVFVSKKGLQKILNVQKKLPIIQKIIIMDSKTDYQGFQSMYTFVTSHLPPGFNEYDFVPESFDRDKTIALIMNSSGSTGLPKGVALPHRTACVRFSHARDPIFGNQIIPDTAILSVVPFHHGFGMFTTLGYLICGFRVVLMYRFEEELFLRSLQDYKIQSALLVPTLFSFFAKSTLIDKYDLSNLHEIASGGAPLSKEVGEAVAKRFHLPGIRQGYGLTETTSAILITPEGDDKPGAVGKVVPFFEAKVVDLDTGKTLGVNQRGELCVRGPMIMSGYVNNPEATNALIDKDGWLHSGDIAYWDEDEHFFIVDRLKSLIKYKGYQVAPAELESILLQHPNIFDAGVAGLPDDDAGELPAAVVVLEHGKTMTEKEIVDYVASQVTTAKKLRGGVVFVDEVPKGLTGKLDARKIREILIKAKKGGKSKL
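Cell-free enzyme assay, 10nM P. pyralis luciferase, luciferin and ATP each at 10uM. Inhibition profiled over a 6-point titration, read as luminescence.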
3T3 cytotox: Cytotoxic Profiling in NIH 3T3 Cell Line of Diverse Libraries Using Quantitative High-Throughput Screening | NIH 3T3 viability, CellTiter-Glo ATP luminescence, 48-72 h | Potency, µM (titrated, usually from 96.7 µM), inactives show at the highest dose activity change, negative = cytotoxicity, usual class: inhibitors | 4.3% of 94,000 active; further: potency means the concentration at half of the fitted maximal effect; nearly all actives have a fitted effect of over 55% in size
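Mouse fibroblast NIH 3T3 cells, 400 per well, received compound via pintool and were incubated for 48 or 72 hr prior to CellTiter-Glo ATP luminescence measurement.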
HEK293 tox: Cytotoxic Profiling in HEK 293 Cell Line of Diverse Libraries Using Quantitative High-Throughput Screening; HEK 293 viability, ATP luminescence (CellTiter-Glo), 48-72 h; Potency, µM (doses to about 115 µM), without a hit: at the highest dose activity change, negative = cytotoxicity, usual class: inhibitors; 6.6% of 94,000 active; AID 1345083, 2018; further: potency means the concentration at half of the fitted maximal effect; nearly all actives have a fitted effect of over 60% in size
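250 HEK 293 cells/well; compound by pintool; incubated 48 or 72 hr at 37 degree Celsius; CellTiter-Glo added, 10 min RT, luminescence imaged.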
IP6K1 inhibitor: Primary qHTS assay for small molecule inhibitors of Inositol hexaphosphate kinase 1 (IP6K1); Inositol hexakisphosphate kinase 1 (Homo sapiens), Q92551; IP6K1 kinase, ADP-Glo luminescence, 2 h; stronger effect = lower value; 0.81% of 140,000 active; activity change, % (series mostly up to about 58 µM); in the data active means activity change below about -25%
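ADP-Glo luminescence measures ADP made by human IP6K1 during a 2 h RT reaction with ATP/IP6 (mix at 1.3 mM/130 uM); top library doses 57.5 and 19.1 uM final.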
SNCA viab count: GF-AFC viability counterscreen for inhibitors of alpha-synuclein gene (SNCA) expression. HEK-293-SNCA-luc viability, GF-AFC fluorescence, 24 h. Potency, µM (highest dose often 57.1 µM), for the others: at the top dose activity change, negative = cytotoxicity, hits mostly cytotoxic. 0.12% of 150,000 active. AID 1671193, 2021;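 further: potency means the concentration at half of the fitted maximal effect; 0% = DMSO-treated cells and -100% = medium-only wells without cells; nearly all actives have a fitted effect of over 30% in size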
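HEK-293-SNCA-luc cells (1500/well) plated 24 h, then exposed 24 h to a dilution series; GF-AFC added 30 min at 37C, fluorescence 405/540 nm; normalised to medium-only and DMSO wells, Hill fit.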
SNCA expr inhib: Primary qHTS assay for inhibitors of alpha-synuclein gene (SNCA) expression; HEK-293 SNCA-luciferase knock-in, luminescence, 24 h; Potency, µM (doses to about 57.2 µM), without a hit: top-dose activity change, negative = inhibition, usual class: inhibitors; 0.17% of 140,000 active; AID 1671194, 2021;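 further: potency means the concentration at half of the fitted maximal effect; plate controls were DMSO cells for no effect and cell-free wells for full effect; nearly all actives have a fitted effect of over 45% in size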
The depositor's hits bear a star; i = inactive; u = inconclusive; x = not tested or not shown; & = joins results of further samples; ! = not active in a repeat; [ ] = another dose, or the depositor's remark. Unless noted, the call rests on the fitted dose curve; in most records, active means well fitted curve in the direction sought with a large enough effect; inconclusive means small, poorly fitted or top-dose-only effect, or another doubt; inactive means no such curve, though single readings can be large; an effect the other way counts as inactive or inconclusive. Unless noted, on the % scale 0 is the no-effect control and ±100 the full control effect.

SMILES	GPT2 inh	Luciferase inh	3T3 cytotox	HEK293 tox	IP6K1 inhibitor	SNCA viab count	SNCA expr inhib
CC(C)c1noc(-c2cn(C3CCCN(C(=O)c4ccsc4)C3)nn2)n1 (configuration not stated)	i	3%	-24%	u	-3	9%	11%
CS(=O)(=O)N1CCCC1c1noc(CCC(=O)N2CCCCCC2)n1 (configuration not stated)	i	x	-12%	4%	-9	8%	13%
Cc1nn(-c2ccccc2)c2c1C(C)N(C1CCN(C(=O)C3CCCC3)CC1)C2=O (configuration not stated)	x	x	u	u	4	x	x
Fc1ccc(-c2ccc3ncc(Nc4ccc(Cl)cn4)n3n2)cc1	i	-3%[172 µM]	100µM*	100µM*	-16	0%[87.6 µM]	u
COc1ccc(CCC(=O)N[C@@H]2CN(c3ccncn3)C[C@H]2CN(C)C)cc1	i	0%	-3%	i	-4	2%	7%
O=C(O)CCc1cc2ccoc2cc1O[C@@H]1O[C@H](CO)[C@@H](O)[C@H](O)[C@H]1O	i	x	x	x	-10	-11%	x
COc1ccc2[nH]c3c(c2c1)CCNC31CCN(C(=O)c2ccnn2C)CC1	i	-7%	-9%	u	-3	-1%[12.5 µM]	9%
CN1[C@@H](CCC(=O)NCc2ccccc2)CNC(=O)[C@@H]2[C@H]1CCN2Cc1csnn1	-2%[88.5 µM]	3%[172 µM]	i	1%[172 µM]	3	8%[87.6 µM]	2%[87.6 µM]
O=C(Nc1ccc(Cl)cc1)N[C@H]1CO[C@H]2[C@@H]1OC[C@H]2O	1%[88.5 µM]	-7%[172 µM]	-23%[174 µM]	i	-9	4%[87.6 µM]	116%[activator][87.6 µM]
CC(=O)Nc1ccc(CN2CCOC[C@H]2c2ncc(-c3ccc(F)cc3F)[nH]2)cc1	-17%[88.5 µM]	-8%[172 µM]	u	u	16	-3%[87.6 µM]	-2%[87.6 µM]
COCCN1C(=O)c2cccn2CC1CNC(=O)CCc1ccccc1 (configuration not stated)	-38%	0%	-20%	-7%	-9	-12%	16%
C=C1CCCC2(C)CC3(OC)OC(=O)C(C)=C3CC12 (configuration not stated)	i	x	x	x	14	7%	x
O=C(Cn1cccc1-c1nc(-c2ccccc2)no1)Nc1ccccc1	4%	9%	-1%	u	29	-8%	3%
O=C(NC1CCOC2(CCOCC2)C1)c1ccc(C(F)(F)F)cc1 (configuration not stated)	4%	8%	2%	2%	-8	1%	-5%
CCn1ccnc1CN(C)C(=O)c1ccc2oc(-c3ccc(C(F)(F)F)cc3)nc2c1	2%	-20%	-29%	u	8	5%	-5%
O=C(Nc1ncc(-c2cccc(F)c2)c2c1OCC2)c1ccncc1	0%[88.5 µM]	-15%[172 µM]	u	-26%[172 µM]	1	12%[87.6 µM]	-2%[87.6 µM]
CC(C)(C)COC(=O)N1CC(=O)N(CCCc2ccccc2)CC(O)C1 (configuration not stated)	x	x	u	-26%	7	x	x
COc1ccc(C(=O)N2CCCC(n3cc(-c4nc(C5CC5)no4)nn3)C2)cn1 (configuration not stated)	i	7%	-10%	-6%	-9	-8%	34%[activator]
CCOC(=O)c1c(C)[nH]c(C)c1S(=O)(=O)N1CCC(C(=O)NCc2ccccc2Cl)CC1	x	x	x	x	-15	1%	21%
COc1ccc(NC(=O)c2c(NC(=O)c3cccc(C)c3)sc3c2CCC3)cc1	x	x	x	x	-6	5%	-6%
O=C1CCN(C(=O)C2CCN(S(=O)(=O)c3ccccc3)CC2)CCCCCCN1	i	-10%	-9%	-14%	-3	6%	11%
O=C(c1ccc(C(F)(F)F)cc1)N1CCCC(C(=O)N2CCC(c3nc4ncccc4[nH]3)CC2)C1 (configuration not stated)	2%	x	-7%	-7%	10	-22%	-16%
COc1ccc(CCc2nc(C3CC(=O)N(c4ccc(Cl)cc4)C3)no2)cc1 (configuration not stated)	i	-3%	u	u	6	11%	-23%
CS(=O)(=O)Nc1ccc(C2(C(=O)NCCC3=CCCCC3)CCCCC2)cc1	-2%	0%	u	u	12	-26%	-14%

Single records, from the list above.
CCn1ccnc1CN(C)C(=O)c1ccc2oc(-c3ccc(C(F)(F)F)cc3)nc2c1 in the list: GPT2 inh: 2%; Luciferase inh: -20%; 3T3 cytotox: -29%; HEK293 tox: u; IP6K1 inhibitor: 8; SNCA viab count: 5%; SNCA expr inhib: -5%
CC(C)c1noc(-c2cn(C3CCCN(C(=O)c4ccsc4)C3)nn2)n1 (configuration not stated) in the list: GPT2 inh: i; Luciferase inh: 3%; 3T3 cytotox: -24%; HEK293 tox: u; IP6K1 inhibitor: -3; SNCA viab count: 9%; SNCA expr inhib: 11%

Continued:
SMILES	GPT2 inh	Luciferase inh	3T3 cytotox	HEK293 tox	IP6K1 inhibitor	SNCA viab count	SNCA expr inhib
CC(C)c1ccc(CN2CCC3(CC2)OC(=O)N(Cc2ncccn2)C3(C)c2ccccc2)cc1 (configuration not stated)	-3%	0%	u	40µM*	-10	-22%	-27%
COc1ccc(OCC(=O)NCC(c2ccc(OC)cc2)N2CCCCC2)cc1 (configuration not stated)	x	x	x	x	5	-9%	13%
O=C(c1ccsc1)N1CCC(Oc2cccc(F)c2)C1 (configuration not stated)	i	5%	-16%	u	25	-2%	2%
C#CCNC(=O)c1nc(-c2cccc(F)c2)c2cnccn12	-3%[88.5 µM]	-4%&-2%[172 µM]	u	63µM*!	0&8	9%&0%[87.6 µM]	-2%&-10%[87.6 µM]
O=C(NC1CCN(Cc2ccc(-c3ccsc3)cc2)C1)c1cccnc1 (configuration not stated)	i	x	u	u	-3	-3%	-17%
CC[C@H]1CN(C(=O)Nc2cccc(OC)c2)CC[C@H]1CC(=O)O	4%[88.5 µM]	-11%[172 µM]	0%[174 µM]	3%[172 µM]	-4	-4%[87.6 µM]	1%[87.6 µM]
CC(C)OC(C)C(=O)N1CCC(n2nccc2NC(=O)c2ccccc2)CC1 (configuration not stated)	i[11.5 µM]	5%	i	4%	24	3%	32%[activator]
CCOc1ccc(Oc2nc(NCC(C)C)nc(N3CCOCC3)n2)nn1	x	x	x	x	-14	-2%	12%
COCc1cn([C@H]2CO[C@H]3[C@@H]2OC[C@H]3OC(=O)Nc2ccc(C(C)(C)C)cc2)nn1	-3%[88.5 µM]	u	2%[174 µM]	-8%[172 µM]	-11	7%[87.6 µM]	29%[87.6 µM]
Nc1ncccc1CN1CC(COc2ccccc2)C2(C1)CN(c1ccccc1)C2 (configuration not stated)	-2%[88.5 µM]	0%[172 µM]	40µM*	35µM*	-13	-17%[87.6 µM]	u
CCC(Nc1ccc(-c2nc(-c3cccnc3)no2)cc1[N+](=O)[O-])c1ccccc1 (configuration not stated)	x	x	x	x	-2	8%	17%
CNC(=O)[C@@H](c1ccccc1F)N1CCC[C@H]1C(=O)NCC(C)C	-17%[88.5 µM]	-4%[172 µM]	-6%[138 µM]	-13%[172 µM]	6	-2%[87.6 µM]	5%[87.6 µM]

A section of the results above, as a working copy:
SMILES	GPT2 inh	Luciferase inh	3T3 cytotox	HEK293 tox	IP6K1 inhibitor	SNCA viab count	SNCA expr inhib
CC(C)c1ccc(CN2CCC3(CC2)OC(=O)N(Cc2ncccn2)C3(C)c2ccccc2)cc1 (configuration not stated)	-3%	0%	u	40µM*	-10	-22%	-27%
COc1ccc(OCC(=O)NCC(c2ccc(OC)cc2)N2CCCCC2)cc1 (configuration not stated)	x	x	x	x	5	-9%	13%
O=C(c1ccsc1)N1CCC(Oc2cccc(F)c2)C1 (configuration not stated)	i	5%	-16%	u	25	-2%	2%
C#CCNC(=O)c1nc(-c2cccc(F)c2)c2cnccn12	-3%[88.5 µM]	-4%&-2%[172 µM]	u	63µM*!	0&8	9%&0%[87.6 µM]	-2%&-10%[87.6 µM]
O=C(NC1CCN(Cc2ccc(-c3ccsc3)cc2)C1)c1cccnc1 (configuration not stated)	i	x	u	u	-3	-3%	-17%
CC[C@H]1CN(C(=O)Nc2cccc(OC)c2)CC[C@H]1CC(=O)O	4%[88.5 µM]	-11%[172 µM]	0%[174 µM]	3%[172 µM]	-4	-4%[87.6 µM]	1%[87.6 µM]
CC(C)OC(C)C(=O)N1CCC(n2nccc2NC(=O)c2ccccc2)CC1 (configuration not stated)	i[11.5 µM]	5%	i	4%	24	3%	32%[activator]
CCOc1ccc(Oc2nc(NCC(C)C)nc(N3CCOCC3)n2)nn1	x	x	x	x	-14	-2%	12%
COCc1cn([C@H]2CO[C@H]3[C@@H]2OC[C@H]3OC(=O)Nc2ccc(C(C)(C)C)cc2)nn1	-3%[88.5 µM]	u	2%[174 µM]	-8%[172 µM]	-11	7%[87.6 µM]	29%[87.6 µM]
Nc1ncccc1CN1CC(COc2ccccc2)C2(C1)CN(c1ccccc1)C2 (configuration not stated)	-2%[88.5 µM]	0%[172 µM]	40µM*	35µM*	-13	-17%[87.6 µM]	u

More compounds:
SMILES	GPT2 inh	Luciferase inh	3T3 cytotox	HEK293 tox	IP6K1 inhibitor	SNCA viab count	SNCA expr inhib
CC(C)N1CCN(C(=O)C2Cn3cccc3C(=O)N2C)CC1 (configuration not stated)	-17%	x	-14%	1%	6	-4%	u
O=C(Cn1c(=O)oc2ccccc21)N1CCC(c2noc(-c3cccnc3)n2)C1 (configuration not stated)	i	-4%	i	0%	1	-2%	4%
O=C1NC(=NC2CCCC2)C2(CCN([S+](=O)([O-])c3cccs3)C2)N1c1cccnc1 (configuration not stated)	i	x	3%	i	-1	-1%	0%
CNC(=O)c1cc(-c2ccncc2)cc2c1OCCN2Cc1cccnc1	-7%[88.5 µM]	0%[172 µM]	u	-28%[172 µM]	-17	-7%[87.6 µM]	-10%[87.6 µM]
CCn1ncc(C(=O)N2C[C@@H](CO)[C@H](c3ccncc3)C2)c1C	-1%	-1%	0%	i	-9	1%	13%
COc1ccc(-c2nc3nccc(-c4ccsc4)n3n2)c(OC)c1	-14%	-21%	u	u	-4	6%	2%
COc1ccccc1NC(=O)Cn1c(=O)n(Cc2ccccc2)c(=O)c2c3c(sc21)CN(C(C)=O)CC3	x	x	x	x	2	2%	-4%
CN(C)c1ccc(-c2ccnc(N[C@H]3CO[C@H]4[C@@H]3OC[C@H]4OC(=O)Nc3cccc(C(F)(F)F)c3)n2)cc1	-16%	7%	u	32µM*	-3	-16%	23%
CCOC(=O)C1CCN(C(c2cccc(F)c2)c2c(O)cc(C)n(Cc3ccco3)c2=O)CC1 (configuration not stated)	x	x	x	x	36	1%	0%
